Vif-A3F inh: Vif-A3F binding inhibition; actives 0.2% (n = 390,000); AID 602313; HeLa A3F-eYFP + Vif (tagged APOBEC3F with the HIV-1 protein that degrades it), YFP fluorescence increase; Potency, µM (doses to about 46.1 µM), inactives show at the highest dose activity, negative = active; further: potency means the concentration at half of the fitted maximal effect; % of control where 0% means no effect; nearly all actives have a fitted effect of over 65% in size
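Fluorescence increase (Ex 488/Em 500-530) after overnight compound treatment at 37 deg C flags inhibition of Vif-driven A3F-eYFP loss in stable HeLa A3F-eYFP/Vif cells seeded overnight beforehand.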
RXFP1 ag: activates the human relaxin receptor RXFP1. Q9HBX9. HEK293T-RXFP1 cAMP TR-FRET, 30 min; response scale: percent of porcine relaxin response, buffer zero. Potency, µM (doses to about 57.5 µM), without a hit: at the highest dose activation, most hits filed as activators. actives 0.3% (n = 370,000); further: potency means the concentration at half of the fitted maximal effect; on the % scale 0 is the no-effect control and ±100 the full control effect; nearly all actives have a fitted effect of over 60% in size; many of its hits are not listed in these tables
Target sequence (Q9HBX9 whole entry, looked up): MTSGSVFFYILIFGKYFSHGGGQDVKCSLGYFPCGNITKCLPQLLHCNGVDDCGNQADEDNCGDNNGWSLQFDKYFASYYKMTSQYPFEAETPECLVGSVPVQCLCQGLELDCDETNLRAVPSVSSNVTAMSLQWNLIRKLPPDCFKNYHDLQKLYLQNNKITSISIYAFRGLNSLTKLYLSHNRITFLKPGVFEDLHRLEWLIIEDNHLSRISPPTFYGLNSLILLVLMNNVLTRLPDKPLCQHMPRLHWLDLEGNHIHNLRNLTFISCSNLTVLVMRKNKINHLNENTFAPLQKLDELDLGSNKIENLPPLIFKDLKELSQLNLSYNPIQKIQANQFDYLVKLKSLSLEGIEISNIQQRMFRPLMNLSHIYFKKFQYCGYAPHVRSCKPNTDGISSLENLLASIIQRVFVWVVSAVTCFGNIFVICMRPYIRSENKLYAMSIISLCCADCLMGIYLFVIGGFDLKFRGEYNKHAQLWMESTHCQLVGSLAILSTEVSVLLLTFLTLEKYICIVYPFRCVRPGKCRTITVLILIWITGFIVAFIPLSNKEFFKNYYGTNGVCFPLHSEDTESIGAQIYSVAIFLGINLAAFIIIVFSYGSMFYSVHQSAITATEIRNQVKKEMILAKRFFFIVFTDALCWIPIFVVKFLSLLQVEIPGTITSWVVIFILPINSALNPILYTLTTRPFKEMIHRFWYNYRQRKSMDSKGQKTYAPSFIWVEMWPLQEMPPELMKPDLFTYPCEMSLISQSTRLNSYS
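cAMP rise read by TR-FRET after 30 min, 37C compound exposure (up to 58 uM) in RXFP1-transfected HEK293 cells with Ro 20174 present. EC50 from Hill-equation fits, with 29 nM porcine relaxin as 100% and buffer as basal.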
D1 antag: human D1 dopamine receptor antagonism. HEK293 TREx D1 cells, calcium flux, dopamine EC80; active compounds read low. activity change, negative = inhibition, % at 10 µM. actives 3.2% (n = 360,000). P21728. AID 504652; in the data active means activity change below about -30%; further: on the % scale 0 is the no-effect control and ±100 the full control effect
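Calcium flux readout: force-coupled, inducible Hek293 Trex D1 line, cells induced overnight at 30 C with tetracycline, dye-loaded 30–90 min at RT. Antagonism scored against EC80 dopamine challenge given 180 s after compound.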
RXFP1 antag: RXFP1 (human) relaxin receptor antagonism. HEK293-RXFP1, relaxin-stimulated cAMP HTRF, 30 min; active compounds read low. activity change, negative = inhibition, % at 57.5 µM. actives 0.59% (n = 350,000). AID 1259400;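 active means activity change of -60% or lower, but not beyond a set lower limit; inconclusive means change between -60% and -40%, or beyond the set limit; inactive means change above -40%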; further: on the % scale 0 is the no-effect control and ±100 the full control effect
D1 PAM: enhances dopamine response at the human D1 receptor; P21728; HEK293 TREx D1 cells, calcium flux, dopamine EC20 potentiation; potentiation, % at 10 µM; actives 0.036% (n = 360,000); AID 504651; in the data active means potentiation above about 30%; further: 0% is about no effect
Vif-A3G inh: inhibitors of Vif-APOBEC3G interaction; Q9HC16; AID 602310; HeLa A3G-eYFP + Vif (tagged APOBEC3G with the HIV-1 protein that degrades it), YFP fluorescence, overnight; Potency, µM (series often up to 46.1 µM), for the others: top-dose activity, negative = active, hits mostly inhibitors; actives 0.076% (n = 410,000);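 further: potency means the concentration at half of the fitted maximal effect; on the % scale 0 is the no-effect control and ±100 the full control effect; nearly all actives have a fitted effect of over 60% in size; hits raise eYFP signal because A3G escapes Vif-driven loss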
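HeLa cells stably expressing Vif and C-terminally eYFP-tagged A3G, seeded overnight at 37 deg C, then exposed to compound by pintool overnight at 37 deg C. Rise in yellow fluorescence (Ex 488/Em 500-530, Acumen) marks blocked Vif-driven A3G degradation.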
Glioma ERSR ind: inducers of ER stress response in human glioma cells. U87-MG GRP78 promoter luciferase reporter, 16 h. Potency, µM, inactives show top-dose activation, usual class: activators. actives 0.02% (n = 420,000). AID 602332; further: potency means the concentration at half of the fitted maximal effect; series mostly up to about 76 µM; % of control where 0% means no effect; nearly all actives have a fitted effect of over 35% in size
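ERSR induction read as luciferase luminescence (Bright-Glo, 10 min at room temperature) in stably transfected human U87-MG glioma cells exposed to compounds for 16 h, using GRP78 as sensor.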
D1 ag: agonists of human D1 dopamine receptor; P21728; HEK293 T-REx D1 cells, calcium flux, agonist mode; activation, % at 2 µM; actives 1% (n = 360,000); AID 504660; in the data active means activation above about 30%; further: 0% is about no effect
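Tetracycline-induced HEK293 TREx D1 cells, force-coupled to calcium signalling, were dye-loaded with a no-wash calcium kit. Compound was pin-added after a 10 s baseline. Fluorescence was read kinetically at 1 cycle/s for 180 s, with calcium rises flagged as agonism.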
D2 potentiator: D2 dopamine receptor (human) potentiation; HEK293 T-REx D2, calcium flux, EC20 dopamine potentiation; potentiation, % at 10 µM; AID 485347; P14416; actives 0.34% (n = 340,000);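 active means potentiation over 3 SD above the plate norm, cut at about 30% in these data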; further: 0% is about no effect
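Potentiation of an EC20 dopamine calcium response measured kinetically over 180 s, after a preceding 180 s compound-only read flagging agonists. Cells: inducible Hek293 Trex D2 line, 4000/well, cultured overnight at 30 C before dye loading.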
The depositor's hits bear a star; ? = inconclusive; · = no result given. Unless noted, the call rests on the fitted dose curve; in most records, active means well fitted curve in the direction sought with a large enough effect; inconclusive means small, poorly fitted or top-dose-only effect, or another doubt; inactive means no such curve, though single readings can be large; an effect the other way counts as inactive or inconclusive. This is a subset; rates above refer to the full screens.

SMILES	Vif-A3F inh	RXFP1 ag	D1 antag	RXFP1 antag	D1 PAM	Vif-A3G inh	Glioma ERSR ind	D1 ag	D2 potentiator
Cc1cc(C)cc(-n2c(-c3ccccc3)c(C)n3c4c(=O)n(C)c(=O)n(C)c4nc23)c1	1%	4.7%	-4	·	-5	-3%	0%	0	·
c1ccc(-c2nc(-c3ccco3)cs2)nc1	-16%	6.9%	-28	-2	-4	?	12%	1	-1
CCCCNC(=O)c1ccc(Cn2c(=S)[nH]c3c([nH]c4ccc(OC)cc43)c2=O)cc1	-15%	3.5%	4	-85*	-4	-22%	7%	0	-3
CCn1ccc2c(OCC(=O)Nc3ccccc3C(F)(F)F)cccc2c1=O	3%	0.8%	·	·	-3	-9%	-3%	2	-6
COc1ccc(NC2CCCN(C(=O)COc3ccc(Cl)cc3C)C2)cc1OC (stereo not drawn)	1%	-0.3%	-9	0	-1	-4%	-3%	2	-13
CC1CCCCN1S(=O)(=O)c1ccc(-n2cnnn2)cc1 (stereo not drawn)	-3%	1.7%	3	-2	·	0%	1%	8	0
CN(CC(=O)Nc1ccccc1C(F)(F)F)C(=O)COc1cccnc1[N+](=O)[O-]	-5%	4.2%	15	1	-5	0%	-2%	9	-6
CCOC(=O)c1c(Cc2cccc(Cl)c2)c[nH]c1C	9%	1.9%	-10	0	-8	-23%	6%	2	-5
CCCCNC(=O)CC(=O)Nc1ccccc1C(=O)O	-10%	-2.6%	-1	1	7	-6%	-4%	1	-9
CCOC(=O)Cn1c(=O)n(Cc2ccco2)c(=O)c2ccc(C(=O)NC3CCCC3)cc21	-5%	-0.5%	-4	-10	-1	1%	-2%	1	7
CCOC(=O)CN[C@H]1CCC2C3CC=C4C[C@@H](O)CC[C@]4(C)C3CC[C@@]21C (stereo partly drawn)	3%	·	·	-3	·	1%	-4%	·	·
CCOc1ccc(-c2csc(C3COc4ccccc4O3)n2)cc1 (stereo not drawn)	-5%	·	·	5	·	0%	5%	·	·
COc1ccc2ccccc2c1/C=N/NC(=O)c1nnn(-c2nonc2N)c1C(C)C	-2%	1.8%	-17	1	1	-19%	-3%	6	-6
CC#CCC(CC#CC)c1nc2ccccc2c(=O)n1N	4%	0.8%	16	-4	0	0%	-2%	2	-8
CCc1nnc(NC(=O)c2cc(S(=O)(=O)N3CCOCC3)ccc2N2CCCCC2)s1	-6%	5.7%	0	9	0	-3%	-2%	2	8
Nc1nc2nccc(-c3ccco3)n2n1	7%	17%	18	18	-1	0%	-3%	1	1
Cc1ccc(-c2nn[nH]n2)o1	-1%	0.6%	-1	-3	0	0%	-3%	1	10
COc1ccccc1/C=N/NC(=O)c1ccc2c(c1)OCO2	-4%	-0.2%	-1	-4	2	-5%	2%	4	-13
Cc1c(C(=O)Nc2nccs2)oc2ccc(F)cc12	0%	16%	1	-4	-10	-8%	4%	2	3
Cc1ccc(C)c(NC(=O)CN(C)C(=O)c2cccc(N3C(=O)CCC3=O)c2)c1	-6%	0.8%	5	-21	-2	-1%	3%	0	·
Cc1ccc(S(=O)(=O)CCN2C=CC(C(F)(F)F)=NCC2)cc1	-3%	2.0%	6	-4	3	-1%	2%	4	5
Cc1ccccc1C(=O)Nc1nnc(-c2ccc(C(C)(C)C)cc2)s1	-3%	14%	14	4	-6	1%	1%	3	9
COc1cccc(S(=O)(=O)NCc2ccc(C(=O)N3CCN(Cc4ccccc4)CC3)cc2)c1	0%	1.2%	7	-2	-2	-178%	-6%	4	9
O=C(Cn1nc2ccccc2n1)N/N=C/c1ccc(F)cc1	-11%	7.7%	20	-8	-2	-5%	-4%	3	10
CC(NS(=O)(=O)c1ccc2[nH]c(=O)[nH]c2c1)c1ccc(F)cc1 (stereo not drawn)	1%	·	·	1	·	-1%	-4%	·	·

Random excerpt: 7 compounds from above
SMILES	Vif-A3F inh	RXFP1 ag	D1 antag	RXFP1 antag	D1 PAM	Vif-A3G inh	Glioma ERSR ind	D1 ag	D2 potentiator
CC#CCC(CC#CC)c1nc2ccccc2c(=O)n1N	4%	0.8%	16	-4	0	0%	-2%	2	-8
CCc1nnc(NC(=O)c2cc(S(=O)(=O)N3CCOCC3)ccc2N2CCCCC2)s1	-6%	5.7%	0	9	0	-3%	-2%	2	8
Cc1c(C(=O)Nc2nccs2)oc2ccc(F)cc12	0%	16%	1	-4	-10	-8%	4%	2	3
Nc1nc2nccc(-c3ccco3)n2n1	7%	17%	18	18	-1	0%	-3%	1	1
COc1cccc(S(=O)(=O)NCc2ccc(C(=O)N3CCN(Cc4ccccc4)CC3)cc2)c1	0%	1.2%	7	-2	-2	-178%	-6%	4	9
CC1CCCCN1S(=O)(=O)c1ccc(-n2cnnn2)cc1 (stereo not drawn)	-3%	1.7%	3	-2	·	0%	1%	8	0
Cc1cc(C)cc(-n2c(-c3ccccc3)c(C)n3c4c(=O)n(C)c(=O)n(C)c4nc23)c1	1%	4.7%	-4	·	-5	-3%	0%	0	·

Ordered by number of heavy atoms (falling): some entries from above
SMILES	Vif-A3F inh	RXFP1 ag	D1 antag	RXFP1 antag	D1 PAM	Vif-A3G inh	Glioma ERSR ind	D1 ag	D2 potentiator
COc1cccc(S(=O)(=O)NCc2ccc(C(=O)N3CCN(Cc4ccccc4)CC3)cc2)c1	0%	1.2%	7	-2	-2	-178%	-6%	4	9
CCOC(=O)CN[C@H]1CCC2C3CC=C4C[C@@H](O)CC[C@]4(C)C3CC[C@@]21C (stereo partly drawn)	3%	·	·	-3	·	1%	-4%	·	·
CC#CCC(CC#CC)c1nc2ccccc2c(=O)n1N	4%	0.8%	16	-4	0	0%	-2%	2	-8

Structures shown so far containing a Cl atom, in the order listed:
SMILES	Vif-A3F inh	RXFP1 ag	D1 antag	RXFP1 antag	D1 PAM	Vif-A3G inh	Glioma ERSR ind	D1 ag	D2 potentiator
COc1ccc(NC2CCCN(C(=O)COc3ccc(Cl)cc3C)C2)cc1OC (stereo not drawn)	1%	-0.3%	-9	0	-1	-4%	-3%	2	-13
CCOC(=O)c1c(Cc2cccc(Cl)c2)c[nH]c1C	9%	1.9%	-10	0	-8	-23%	6%	2	-5

Next section
SMILES	Vif-A3F inh	RXFP1 ag	D1 antag	RXFP1 antag	D1 PAM	Vif-A3G inh	Glioma ERSR ind	D1 ag	D2 potentiator
O=C(NN1C(=O)c2cc(Br)ccc2NC1c1cc(Br)cc(Br)c1O)c1ccncc1 (stereo not drawn)	1%	1.6%	-4	?	-6	-1%	-4%	4	13
COc1ccc2cc(CN(Cc3ccco3)Cc3nnnn3C3CCCCC3)c(=O)[nH]c2c1	0%	2.9%	12	-19	-1	-2%	-3%	1	5
COc1ccc(NC(=O)c2cc(-c3ccccc3)nc3c2cnn3C(C)C)cc1	0%	1.5%	19	-16	-7	-4%	1%	3	·
Cc1ccc2c(c1Br)/C(=N/N1C(=O)c3ccccc3C1=O)C(=O)N2	6%	-0.1%	22	·	-5	-18%	0%	5	25
O=C(CSc1nnc2c(Cl)cc(Cl)cn12)N1CCN(S(=O)(=O)c2ccccc2)CC1	-9%	2.0%	-3	-2	3	-2%	-1%	0	-5
CN(C)c1ccc(/C=N/NC(=O)c2ccccc2Cl)cc1	2%	2.5%	-4	-9	-9	10µM*	0%	1	-8
Cc1ccc2c(c1C)NC(=O)CC(c1ccccc1O)=N2	11µM*	2.4%	-8	10	2	-4%	-4%	1	4
O=C(/C=C/c1ccc(OC2CSC2)cc1)c1ccccc1	·	-1.9%	·	-14	·	-24%	-14%	·	·
COc1ccc(CNC(=O)CN(C(=O)c2csnn2)c2ccc(C(C)=O)cc2)cc1	12%	5.1%	5	9	1	1%	-3%	1	11
O=C(CSc1nc2ccsc2c(=O)n1-c1ccccc1)N1CCCC1	1%	0.6%	18	-1	-2	7%	-2%	1	-5
CCOC(=O)c1cccc(S(=O)(=O)N(CCO)Cc2cc3cc(OC)c(OC)cc3[nH]c2=O)c1	-5%	3.2%	3	-16	-3	-1%	-3%	2	6
COc1ccc(NC(=O)/C(=C/c2ccc3c(c2)OCO3)NC(C)=O)cc1	-1%	2.2%	2	-5	-8	-5%	0%	3	-5
CC(=O)c1ccc(NC(=O)CSc2nccn2Cc2ccc3c(c2)OCO3)cc1	2%	1.3%	-12	12	-3	8%	-2%	5	1
COc1ccc(-c2nn(CC(=O)N(C)C)c(=O)c3ccccc23)cc1	2%	3.0%	0	9	-3	1%	-1%	2	-4
CNC(=O)c1c(NC(=O)C2=COCCO2)sc(C)c1C	6%	-0.9%	2	-11	5	0%	-4%	1	·
O=C(NCc1nc2ccccc2[nH]1)c1c(F)c(F)c(F)c(F)c1F	7%	-1.8%	8	2	7	0%	4%	3	4
O=C(Nc1cc(S(=O)(=O)N2CCOCC2)ccc1N1CCCC1)c1cc(=O)[nH]c2ccccc12	3%	3.1%	-14	4	-1	-3%	-5%	2	5
CCC(C)(C)n1nnnc1C(c1cc2cccc(C)c2[nH]c1=O)N1CCCC1 (stereo not drawn)	-5%	1.4%	4	5	-2	1%	-2%	2	4
Cc1cccc(COc2ncnc3nc[nH]c23)c1	15%	2.8%	7	6	-3	1%	2%	5	9
CC(=O)/C(=N\Nc1ccccc1)Oc1ccc(Br)cc1	1%	·	·	-25	·	1%	-2%	·	·
CCCn1nc(CC(=O)O)c2ccccc2c1=O	-4%	4.4%	1	-4	-4	0%	0%	3	-2
COc1cccc(C2CC(=O)Nc3cc4c(cc32)CCC4)c1 (stereo not drawn)	-15%	1.0%	-4	-14	2	?	-4%	3	13
CC(=O)C1=C(O)C(=O)N(c2ccc(O)cc2)C1c1ccc(Cl)cc1 (stereo not drawn)	1%	9.6%	1	-4	7	6%	-3%	0	5
CCOC(=O)C1CCCN(c2cc(C)nc3c(-c4ccccc4OC)c(C)nn23)C1 (stereo not drawn)	-3%	0.5%	16	-15	-5	1%	-2%	0	-10

Compound activity deposited in PubChem BioAssay by National Center for Advancing Translational Sciences (NCATS).
